ALDH1A1 inh: blocks purified human ALDH1A1 activity; Purified ALDH1A1, NADH fluorescence, propionaldehyde substrate; Potency, µM (series often up to 75.3 µM), without a hit: top-dose activity, negative = inhibition, hits mostly inhibitors; actives 7.3% (n = 220,000); AID 1030; active = well fitted inhibition curve with a large enough effect, not every such curve was filed as active; inconclusive = small, poorly fitted or top-dose-only effect, or another doubt; inactive = no such curve, though single readings can be large or run the other way;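 also: plate controls were no enzyme wells and a reference inhibitor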
TexasRed fluor: alters Texas Red total fluorescence, flagging assay interference; TRb/SRC2 Texas Red total fluorescence interference; AID 1479; actives 0.29% (n = 280,000); Potency, µM (highest dose often 106 µM), for the others: at the highest dose fluorescence change, negative = quenching; active = well fitted curve in either direction with a large enough effect; inconclusive = small, poorly fitted or top-dose-only effect; also: % is scaled to controls: 0 for no effect and ±100 for the full control effect
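Human TRb ligand-binding domain at 0.6 uM with 20 nM Texas Red SRC2 peptide in Tris buffer containing 1 uM T3 and 5% DMSO, incubated with compound 5 h at ambient temperature. Total fluorescence (555/632 nm) calculated as parallel + 2 × perpendicular.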
TRb-SRC2 inh: TRbeta-SRC2 interaction inhibition. TRbeta-SRC2 peptide binding, fluorescence polarization; receptor liganded with 1 µM T3. P10828. actives 0.065% (n = 280,000). Potency, µM (top dose mostly 106 µM), for inactives: at the highest dose activity change, negative = inhibition, hits mostly inhibitors;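 also: plate controls were bound peptide for no effect and peptide without receptor for full effect; nearly all actives have a fitted effect of over 50% in size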
Target sequence (P10828 whole entry, looked up): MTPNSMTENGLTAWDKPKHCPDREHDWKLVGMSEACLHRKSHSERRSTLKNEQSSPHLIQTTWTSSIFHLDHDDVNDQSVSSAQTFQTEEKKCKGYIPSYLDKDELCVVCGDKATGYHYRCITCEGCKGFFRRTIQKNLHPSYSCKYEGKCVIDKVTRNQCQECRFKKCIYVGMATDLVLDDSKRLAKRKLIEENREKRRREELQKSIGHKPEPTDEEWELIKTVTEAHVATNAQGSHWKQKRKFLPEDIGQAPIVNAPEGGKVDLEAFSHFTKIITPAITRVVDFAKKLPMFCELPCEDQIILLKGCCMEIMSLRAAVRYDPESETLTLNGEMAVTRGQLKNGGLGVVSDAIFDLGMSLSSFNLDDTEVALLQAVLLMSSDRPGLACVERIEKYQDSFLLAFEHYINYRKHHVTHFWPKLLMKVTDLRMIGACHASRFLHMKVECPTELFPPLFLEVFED
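A fluorescence polarization screen tested compounds at multiple concentrations against complex formation between 0.6 uM TRb ligand-binding domain and 20 nM Texas Red SRC2 peptide, with 1 uM T3 present; readout after 5 hr.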
RECQ1 helicase: RECQ1 (human) helicase inhibition. Potency, µM (series often up to 57.3 µM), for the others: at the highest dose activity, negative = inhibition, actives largely listed as inhibitors. RECQ1 DNA unwinding, red fluorescence kinetic read. AID 2549. P46063. actives 0.54% (n = 240,000);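 also: plate controls were vehicle for no effect and no enzyme for full effect; nearly all actives have a fitted effect of over 30% in size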
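50 nM RECQ1T1 preincubated 15 min with compound in Tris pH 8.0 buffer with MgCl2, DTT, Tween-20 and 2.5 ug/ml poly(dI-dC); started with 200 nM TAMRA/BHQ-2 forked duplex and 2 mM ATP. Unwinding read as fluorescence (525/598 nm), two reads 2 h apart.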
RGS12 GoLoco inh: inhibitors of human Gai1-RGS12 GoLoco interaction (red fluorophore); P63096; Gai1:RGS12 GoLoco peptide FP, rhodamine, 10 min; Potency, µM (highest dose often 61.6 µM), without a hit: at the highest dose activity, negative = inhibition, most hits filed as inhibitors; actives 0.44% (n = 230,000); AID 880; active = well fitted inhibition curve with a large enough effect, not every such curve was filed as active; inactive = no such curve, though single readings can be large or run the other way; also: % is scaled to controls: 0 for no effect and ±100 for the full control effect; nearly all actives have a fitted effect of over 30% in size; many of its hits are not listed in these tables
Target sequence (P63096 whole entry, looked up): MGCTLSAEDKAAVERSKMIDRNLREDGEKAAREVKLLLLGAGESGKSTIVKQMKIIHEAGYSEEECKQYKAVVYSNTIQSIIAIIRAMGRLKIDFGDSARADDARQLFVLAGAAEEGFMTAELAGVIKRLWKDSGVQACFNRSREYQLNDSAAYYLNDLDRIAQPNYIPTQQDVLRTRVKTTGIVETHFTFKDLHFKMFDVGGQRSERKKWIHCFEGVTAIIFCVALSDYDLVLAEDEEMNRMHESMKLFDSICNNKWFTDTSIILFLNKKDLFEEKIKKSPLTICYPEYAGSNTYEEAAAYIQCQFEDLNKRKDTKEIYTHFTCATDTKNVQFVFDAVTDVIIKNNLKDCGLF
LMNA splice mod: LMNA splicing modulation; Potency, µM (top dose mostly 46.1 µM), without a hit: top-dose ratio change, negative = inhibition, usual class: inhibitors; HeLa LMNA splicing GFP/RFP minigene ratio, 48 h; actives 0.01% (n = 200,000); AID 1487; active = well fitted inhibition curve with a large enough effect in the signal ratio, with a control signal flat, not every such curve was filed as active; inconclusive = small, poorly fitted or top-dose-only effect, or effect the other way, or a change in a side signal; the % refers to the signal ratio; also: % is scaled to controls: 0 for no effect and ±100 for the full control effect
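Read-out is the ratio of GFP to DsRed2 object intensity, acquired by 488 nm laser-scanning cytometry on HeLa lamin A-EGFP minigene reporter cells. Compound incubation 48 hrs at 37 °C in Opti-MEM with 2% FBS; DMSO 0.5% final.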
SMN2 splice enh: increases expression of the SMN2 splice variant. AID 1458. actives 2.8% (n = 210,000). Potency, µM (top dose mostly 46.1 µM), for the others: at the top dose activity change, positive = activation, hits mostly activators. HEK293 SMN2-luciferase splicing reporter, luminescence, 30-36 h; also: % of control where 0% means no effect; nearly all actives have a fitted effect of over 55% in size
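HEK293 cells carry an SMN2 […]–luciferase reporter in which exon 7 inclusion puts luciferase in frame. Cells were plated 10-12 h before compound addition, then incubated 30-36 h at 37C. ONE-Glo luminescence was read; sodium butyrate at 4.5 mM final served as control.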
KDM4E inh: blocks human JMJD2E demethylase activity; actives 1.6% (n = 230,000); B2RXH2; JMJD2E catalytic domain, FDH-coupled NADH fluorescence (FDH is formaldehyde dehydrogenase); Potency, µM (top dose mostly 57.1 µM), without a hit: top-dose activity change, negative = inhibition, actives largely listed as inhibitors; active = well fitted inhibition curve with a large enough effect, not every such curve was filed as active; inconclusive = small, poorly fitted or top-dose-only effect, or another doubt; inactive = no such curve, though single readings can be large or run the other way;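 also: 0% = wells with enzyme and -100% = buffer wells without enzyme; nearly all actives have a fitted effect of over 50% in size; many of its hits are not listed in these tables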
Numbers without * were called inactive; i = inactive; ? = inconclusive; / = no result given; [ ] = remark or other dose. Unless noted, calls follow the shape of the dose curve; as a rule, active = well fitted curve in the direction sought with a large enough effect; inconclusive = small, poorly fitted or top-dose-only effect, or another doubt; inactive = no such curve, though single readings can be large; an effect the other way counts as inactive or inconclusive. Potency is read from the fitted curve at half-maximal effect. Not all compounds are listed (hit frequency here may not be typical).

SMILES	ALDH1A1 inh	TexasRed fluor	TRb-SRC2 inh	RECQ1 helicase	RGS12 GoLoco inh	LMNA splice mod	SMN2 splice enh	KDM4E inh
COc1cccc(C(=O)Nc2cccc(C(=O)NCC(C)C)c2)c1	6.5%	0.1%	-3.4%	-5.4%	5.2%	-14.2%	23.9%	0.1%
CC(/C=C/c1ccc(N(C)C)cc1)=N/N=C1/NC(=O)CC(C(=O)Nc2ccc(Cl)cc2)S1 (stereo not given)	25.1µM*	-5.8%	0.8%	1.2%	42.5%[activator]	-17.3%	?	7.0%
CC(=O)Nc1ccccc1C(=O)C(=O)Nc1cccc(Br)c1	?	0.5%	7.9%	26.3%	4.7%	/	29.4%	-5.6%
COc1cc(C(=O)NC2CCCc3ccccc32)ccc1OCC(=O)Nc1ccc(F)cc1 (stereo not given)	2.6%	-0.2%	2.1%	-0.8%	1.1%	-1.7%	-9.2%	-9.2%
COC(C(=O)Nc1ccc(F)cc1)c1ccccc1 (stereo not given)	-3.6%	-2.1%	-21.2%	-11.3%	0.9%	-5.3%	-15.4%	3.1%
CCc1cc2c3c(c1)C1(C(=O)N3C(C)(C)CC2C)C(C#N)=C(N)N2C(=C1C#N)Nc1ccccc12 (stereo not given)	?	0.1%	-2.0%	-3.6%	-2.5%	-1.4%	?	-11.9%
COc1cccc(NC(=O)N2CCCC(C(=O)Nc3ccccc3OC)C2)c1 (stereo not given)	10.2%	-1.8%	-9.9%	-14.9%	/	-3.8%	/	1.4%
CC(C)c1nc2sc(C(=O)O)c(N)c2c2c1CCCC2	/	0.5%	-2.6%	-6.0%	15.8%	/	/	-1.1%
O=C(OCC1COc2ccccc2O1)c1ccccc1F (stereo not given)	-5.7%	-2.4%	-6.0%	-5.9%	2.4%	4.1%	-0.8%	3.1%
Cc1ccccc1OCCNC(=O)c1ccccc1Sc1ccccc1C#N	-6.9%	0.5%	-8.5%	-14.8%	-3.8%	8.4%	-22.2%	-5.1%

The list goes on; the last three above are carried over.
SMILES	ALDH1A1 inh	TexasRed fluor	TRb-SRC2 inh	RECQ1 helicase	RGS12 GoLoco inh	LMNA splice mod	SMN2 splice enh	KDM4E inh
CC(C)c1nc2sc(C(=O)O)c(N)c2c2c1CCCC2	/	0.5%	-2.6%	-6.0%	15.8%	/	/	-1.1%
O=C(OCC1COc2ccccc2O1)c1ccccc1F (stereo not given)	-5.7%	-2.4%	-6.0%	-5.9%	2.4%	4.1%	-0.8%	3.1%
Cc1ccccc1OCCNC(=O)c1ccccc1Sc1ccccc1C#N	-6.9%	0.5%	-8.5%	-14.8%	-3.8%	8.4%	-22.2%	-5.1%
Cc1ccccc1S(=O)(=O)NC1OC(=O)C(Oc2ccccc2)=C1Br (stereo not given)	2.3%	1.0%	1.7%	i	0.1%	?	/	-4.5%
CN(C)/C=C/C(=O)c1ccc(Br)s1	?	-5.4%	-2.0%	18.7%	17.7%	/	11.2%	?
CCn1c(SCC(=O)Nc2ccc(C)cc2)nnc1-c1ccc(O)cc1	-6.7%	-3.0%	-1.5%	-3.6%	11.3%	?	-20.7%	1.6%
Cc1cccc(C)c1NC(=O)c1cc(S(=O)(=O)N2CCOCC2)ccc1F	14.4%	7.7%	-7.0%	i	-7.1%	-12.0%	3.1%	1.8%
CCN(C(=O)COC(=O)c1[nH]c(C)c(C(C)=O)c1C)C1CCS(=O)(=O)C1 (stereo not given)	-2.0%	-2.2%	-2.2%	-7.1%	-1.7%	12.5%	13.1%	0.8%
COC(=O)c1ccc(NC(=O)CCn2c(=O)oc3ccccc32)cc1	6.2%	0.0%	-1.2%	-14.9%	-1.4%	3.8%	-0.2%	1.2%
CCCCNc1nc2sc3c(c2c(=O)n1-c1cccc(Cl)c1)CCN(C)C3	/	4.5%	1.3%	0.4%	12.6%	/	/	?
COc1ccc(OCCN2CCN(C3CC(=O)N(CCC(C)C)C3=O)CC2)cc1 (stereo not given)	-7.8%	-0.6%	9.0%	-7.9%	9.0%	?	-12.3%	2.4%
Cc1c(C#N)c2ncnc(-c3ccccc3)c2n1-c1ccccc1	?	0.5%	-10.1%	i	9.6%	-13.0%	12.6%	?
Cc1ccc(S(=O)(=O)N/N=C/c2ccc(OS(=O)(=O)c3ccc(C)c([N+](=O)[O-])c3)cc2)cc1	5.01µM*	-1.6%	3.1%	i	0.3%	?	?	1.8%
COC(=O)c1[nH]c2cccc(OC)c2c1NC(=O)CCN1CCN(c2cccc(Cl)c2)CC1	-15.5%	-1.7%	5.8%	i	1.9%	?	-25.6%	?
COc1ccc(CNC(=O)C23CN(Cc4ccccc4)CC2C(c2ccc([N+](=O)[O-])cc2)=NO3)cc1 (stereo not given)	?	-1.7%	-7.7%	-2.6%	11.6%	-1.8%	-18.5%	3.6%
Cc1cccc(-c2nnc(SCC#N)n2-c2cccc(Cl)c2)c1	?	-3.8%	-23.5%	-3.2%	10.1%	-3.1%	-24.6%	-4.9%
COc1ccc(CCn2c(SCCN3CCCCC3)nc3ccccc3c2=O)cc1OC	-1.8%	-3.7%[53 µM]	2.4%[53 µM]	4.9%	14.1%	?	/	-15.2%
CCCN(C(=O)Cc1nc(N)n[nH]1)C1(C(=O)Nc2ccccc2C)CCCCC1	4.3%	-6.8%	4.3%	-6.4%	2.6%	?	-5.4%	11.7%
COCC(=O)N(CCN(C)C)Cc1cc2cc3c(cc2nc1Cl)OCO3	-12.1%	1.0%[53 µM]	-6.1%[53 µM]	47.4%[activator]	14.0%	8.3%[46 µM]	/	?
CCOC(=O)CSc1nc2cccnc2n1C	4.2%	-2.2%	-6.3%	i	10.1%	?	7.5%	-25.9%
CCOC(=O)N1CCN(C(=O)CSc2nc3c(cnn3-c3ccccc3)c(=O)[nH]2)CC1	11.2µM*	-2.8%	-5.6%	-8.9%	-5.3%	9.7%	13.3%	2.2%
CC(C)Oc1ccc(NC(=O)Oc2ccccc2)cc1	?	-1.7%	-3.6%	-10.6%	-7.5%	?	6.9%	-1.1%
COc1ccc(C2CCCN2C(=O)Nc2ccc(Cl)cc2)cc1OC (stereo not given)	-12.6%	0.2%	2.0%	-0.9%	-0.2%	-15.6%	-40.1%[inhibitor]	3.1%
COc1ccc(NC(=S)Nc2ccc(Oc3ccccc3)cc2)cc1	?	2.1%	-16.0%	-10.7%	10.3%	?	-26.4%	3.9%
CCN(CC)CCCNC(=S)N(Cc1cccnc1)Cc1cc2cc(C)cc(C)c2[nH]c1=O	2.6%	-4.3%	-6.0%	-9.4%	24.2%	12.5%[46 µM]	/	-6.8%
NC(=O)N/N=C/c1cn(CC(=O)Nc2ccc(F)cc2)c2ccccc12	/	-1.4%	1.0%	18.9%	0.6%	/	/	-3.5%
COc1ccc(-c2[nH]ncc2CN2CCCO2)cc1F	7.5%	-4.4%	1.8%	-5.0%	-14.3%	/	/	5.2%
O=C(Cc1cccc(C(F)(F)F)c1)NCc1cccc(Cl)c1	-1.0%	-2.9%	2.6%	-5.3%	-6.5%	-4.7%	-17.2%	6.8%
CN(C)c1ccc(NC(=O)c2cccc(C(=O)Nc3ccc(N(C)C)cc3)n2)cc1	8.91µM*	3.9%	-6.5%	?	18.3%	?	14.1µM*	-18.7%
CN1CCN(CC(=O)Nc2c(C#N)cnn2-c2ccccc2)CC1	/	-1.8%	-3.6%	-0.1%	7.3%	/	/	-4.7%
N/C(=N\N=C\c1ccc(O)cc1)c1nonc1N	-0.1%	-0.9%	6.0%	-11.5%	1.1%	-4.5%[46 µM]	15.8µM*	9.2%
Cc1ccc(C23CC4CC(CC(NC(=O)N5CCN(C)CC5)(C4)C2)C3)cc1	0.7%	4.5%	8.5%	i	0.8%	-6.6%	?	2.4%
Cc1occc1C(=O)N/N=C/C1=C(N2CCOCC2)C(=C\c2ccc(Cl)cc2)/CC1	?	-0.4%	-0.7%	-6.2%	3.2%	-4.4%	8.2%	-5.2%
CC(C)CNc1nc(Oc2ccc(=O)n(-c3ccccc3)n2)nc(N2CCOCC2)n1	-2.0%	0.1%	-0.9%	-13.9%	-1.2%	3.6%	3.6%	1.5%
COc1ccc(OCc2nnc(SCC(=O)NCc3ccco3)o2)cc1	0.6%	-2.0%	-1.2%	i	2.2%	4.2%	-27.5%	7.8%
Cc1ccc(-c2nc(CS(=O)CC(=O)NCCC(C)C)c(C)o2)cc1 (stereo not given)	5.4%	-4.9%	-5.5%	-5.2%	-4.1%	-7.9%	10.4%	4.8%
Cn1cc(-c2nnnn2-c2ccc(Cl)cc2)c(=O)c2ccccc21	?	-1.1%	1.0%	-11.3%	0.1%	14.9%	0.9%	0.7%
O=C(Cn1cnc2ccccc2c1=O)c1ccc(Cl)cc1	-2.0%	0.3%[53 µM]	1.9%[53 µM]	i	2.7%	/	/	8.0%
Cc1cccc(C2C3=C(Nc4[nH]n(-c5ccccc5)c(=O)c42)c2ccccc2C3=O)c1 (stereo not given)	?	-19.0%	-4.9%	-15.5%	19.8%	?	-11.9%	2.7%
CC(C)(C)OC(=O)N[C@@H](Cc1ccccc1)c1nnc(S(=O)(=O)Cc2cccc(F)c2)o1	?	1.1%	-19.4%	-17.7%	-16.0%	29.4%	-29.0%	1.9%
N#Cc1c(-c2ccccc2)nc(N2CCOCC2)[nH]c1=O	3.5%	3.3%	6.9%	-3.3%	-0.7%	0.2%	-24.9%	2.1%
O=C(/C=C/c1ccc(Cl)cc1)Nc1ccc(S(=O)(=O)Nc2ncccn2)cc1	1.6%	-1.5%	6.1%	3.2%	9.7%	/	2.2%	?
COC(=O)c1cc(=O)n(-c2ccccc2)c(=Nc2ccccc2)s1	?	-1.2%	1.4%	1.0%	-4.6%	?	-4.8%	5.4%
O=S(=O)(Nc1cccc(S(=O)(=O)N2CCOCC2)c1)c1ccc(Cl)s1	-8.2%	0.2%	-1.8%	-4.5%	9.5%	?	/	9.4%
